ALDH1A1 block – blocks purified human ALDH1A1 activity; Purified ALDH1A1, NADH fluorescence, propionaldehyde substrate; Potency, µM (highest dose often 75.3 µM), for the others: at the top dose activity, negative = inhibition, hits mostly inhibitors; 220,000 compounds, 7.3% hits; AID 1030; active means well fitted inhibition curve with a large enough effect, not every such curve was filed as active; inconclusive means small, poorly fitted or top-dose-only effect, or another doubt; inactive means no such curve, though single readings can be large or run the other way;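 further: plate controls were no enzyme wells and a reference inhibitor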
Target sequence (P00352 whole entry, looked up): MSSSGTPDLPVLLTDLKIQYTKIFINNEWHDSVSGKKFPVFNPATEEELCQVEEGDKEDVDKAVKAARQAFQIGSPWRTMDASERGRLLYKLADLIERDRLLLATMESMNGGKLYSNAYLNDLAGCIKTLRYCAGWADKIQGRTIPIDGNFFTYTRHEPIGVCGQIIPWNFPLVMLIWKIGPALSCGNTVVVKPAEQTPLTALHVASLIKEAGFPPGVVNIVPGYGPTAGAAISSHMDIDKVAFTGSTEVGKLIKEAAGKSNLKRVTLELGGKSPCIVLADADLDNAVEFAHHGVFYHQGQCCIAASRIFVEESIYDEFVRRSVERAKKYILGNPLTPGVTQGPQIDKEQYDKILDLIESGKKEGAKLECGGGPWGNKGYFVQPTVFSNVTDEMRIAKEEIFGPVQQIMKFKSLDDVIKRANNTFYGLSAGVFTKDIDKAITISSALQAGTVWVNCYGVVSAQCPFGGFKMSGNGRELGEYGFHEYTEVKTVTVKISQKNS
GoLoco inh red – RGS12 GoLoco-Gai1 interaction inhibition | Potency, µM (highest dose often 61.6 µM), for the others: top-dose activity, negative = inhibition, usual class: inhibitors | 230,000 compounds, 0.44% hits | Gai1:RGS12 GoLoco peptide FP, rhodamine, 10 min | P63096; active means well fitted inhibition curve with a large enough effect, not every such curve was filed as active; inactive means no such curve, though single readings can be large or run the other way; further: on the % scale 0 is the no-effect control and ±100 the full control effect; nearly all actives have a fitted effect of over 30% in size; many of its hits are not listed in these tables
Target sequence (P63096 whole entry, looked up): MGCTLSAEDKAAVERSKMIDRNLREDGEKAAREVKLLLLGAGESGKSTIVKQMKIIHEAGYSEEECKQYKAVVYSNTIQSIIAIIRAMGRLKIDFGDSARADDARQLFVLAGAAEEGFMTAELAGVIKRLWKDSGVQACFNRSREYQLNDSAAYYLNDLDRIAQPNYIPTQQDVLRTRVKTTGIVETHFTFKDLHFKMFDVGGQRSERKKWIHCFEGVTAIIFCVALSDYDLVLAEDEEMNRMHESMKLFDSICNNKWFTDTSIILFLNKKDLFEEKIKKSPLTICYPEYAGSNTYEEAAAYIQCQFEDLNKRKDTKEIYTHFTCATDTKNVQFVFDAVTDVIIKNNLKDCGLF
SMN2 splice up – SMN2 splice variant enhancement; HEK293 SMN2-luciferase splicing reporter, luminescence, 30-36 h; Potency, µM (highest dose often 46.1 µM), without a hit: at the highest dose activity change, positive = activation, hits mostly activators; 210,000 compounds, 2.8% hits; AID 1458; further: % of control where 0% means no effect; nearly all actives have a fitted effect of over 55% in size
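HEK293 cells carry an SMN2 […]–luciferase reporter in which exon 7 inclusion puts luciferase in frame. Cells were plated 10-12 h before compound addition, then incubated 30-36 h at 37C. ONE-Glo luminescence was read; sodium butyrate at 4.5 mM final served as control.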
GAA glycogen mod – alters human alpha-glucosidase cleavage of glycogen; recombinant GAA, glycogen substrate, Amplex Red glucose oxidase fluorescence; Potency, µM (highest dose often 76.4 µM), for the others: top-dose activity change, negative = inhibition, actives largely listed as inhibitors; 300,000 compounds, 0.38% hits; AID 2100;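 further: 0% = full enzyme reaction and -100% = no-enzyme basal signal; the screen sought inhibitors and activators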
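Recombinant enzyme (4 nM final) with compounds titrated up to 77 uM and bovine liver glycogen (30 ug) in citrate pH 5.0, 0.01% Tween-20, 37 C 40 min. Released glucose detected by Amplex Red/glucose oxidase (Ex 573/Em 610); AC50 from Hill fits.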
aGal spleen mod – alpha-galactosidase A (human) modulation | P06280 | human spleen homogenate, 4MU-alpha-Gal fluorescence, 40 min | AID 2107 | 240,000 compounds, 0.008% hits | Potency, µM (highest dose often 80 µM), for inactives: at the highest dose activity change, negative = inhibition, hits mostly inhibitors;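 further: 0% = enzyme with vehicle and -100% = no enzyme basal signal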
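Fluorogenic readout (Ex 365/Em 440 nm) of 4-methylumbelliferone released from 1 mM 4-MU-alpha-galactoside by spleen homogenate, 40 min at 37C, pH 5.0. Data normalized to no-enzyme and enzyme controls; Hill-equation AC50 from compound titrations.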
KDM4E inh – blocks human JMJD2E demethylase activity | B2RXH2 | JMJD2E catalytic domain, FDH-coupled NADH fluorescence (FDH is formaldehyde dehydrogenase) | Potency, µM (titrated, usually from 57.1 µM), for the others: at the top dose activity change, negative = inhibition, actives largely listed as inhibitors | 230,000 compounds, 1.6% hits | AID 2147; active means well fitted inhibition curve with a large enough effect, not every such curve was filed as active; inconclusive means small, poorly fitted or top-dose-only effect, or another doubt; inactive means no such curve, though single readings can be large or run the other way;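 further: 0% = wells with enzyme and -100% = buffer wells without enzyme; nearly all actives have a fitted effect of over 50% in size; many of its hits are not listed in these tables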
aGlu spleen mod – lysosomal alpha-glucosidase (human) modulation. human spleen homogenate, 4-MU-alpha-glucoside fluorescence. 240,000 compounds, 0.006% hits. P10253. Potency, µM (highest dose often 79.9 µM), for inactives: at the top dose activity change, negative = inhibition, hits mostly inhibitors;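 further: 0% = enzyme with vehicle and -100% = no enzyme basal signal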
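Human spleen homogenate (1 ug) incubated with compounds and 1 mM 4-methylumbelliferyl-alpha-D-glucopyranoside in pH 5.0 citrate/phosphate buffer, 37 C, 40 min. Stopped at pH 10; 4-MU fluorescence (Ex 365/Em 440 nm); AC50 by Hill fit.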
GAA inh – alpha-glucosidase (human) inhibition; Potency, µM (highest dose often 76.9 µM), inactives show at the top dose activity change, negative = inhibition, most hits filed as inhibitors; AID 1466; 200,000 compounds, 0.005% hits; purified human GAA, 4-MU-alpha-glucoside fluorescence;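 further: plate controls were uninhibited enzyme wells for no effect and no-enzyme background for full effect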
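Read-out is 4-methylumbelliferone fluorescence (Ex 365/Em 440 nm) after NaOH/glycine stop at pH 10. Enzyme 4 nM, substrate 400 uM, pH 5.0 citrate buffer, 20 min room temperature; AC50 from Hill-equation concentration-response.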
An asterisk follows results filed as active; ? = inconclusive; / = no result given; & = joins results of further samples; [ ] = dose if it differs, or a comment. Unless noted, the call rests on the fitted dose curve; in most records, active means well fitted curve in the direction sought with a large enough effect; inconclusive means small, poorly fitted or top-dose-only effect, or another doubt; inactive means no such curve, though single readings can be large; an effect the other way counts as inactive or inconclusive. Potency means the concentration at half of the fitted maximal effect.

Values run as follows: ALDH1A1 block, GoLoco inh red, SMN2 splice up, GAA glycogen mod, aGal spleen mod, KDM4E inh, aGlu spleen mod, GAA inh
- CCOC(=O)N1CCN(CCC(=O)c2ccc(OC)cc2)CC1
    0.71µM*, 1%, -1%, 2%, 1%, -3%, -8%, 2%
- COc1ccc(/C=C/C(=O)C(C(N)=O)=C2SCCS2)cc1
    -9%, 12%, -72%[inhibitor], 17%, 0%, 5%, 3%, -5%
- CCOC(=O)CSc1nc2ccccc2n1CC(=O)NC(C)(C)C
    -5%, 0%, 5%, 13%, -2%, -1%, 3%, -1%
- Cc1sc2nc(CSc3ccccc3)nc(N3CCN(C)CC3)c2c1C
    -1%, 12%, 13%, 5%, 2%, -4%, 3%, -6%
- CN(C)CCNc1oc(COc2cccc(Cl)c2)nc1C#N
    -3%, -9%, 3%, -11%, 8%, 2%, 7%, -4%
- C#CCNC(=O)c1cc2sccc2n1C
    7%, 2%, /, -11%, 5%, 10%, -12%, -2%
- COc1cc(C2C(C#N)=C(N)Oc3n[nH]c(C)c32)cc2c1OCO2 (stereo not given)
    -9%, -9%, -9%, -22%, 10%, -23%, 8%, -1%
- N#Cc1ccc(COC(=O)CSc2nnc(C3CCCCC3)n2N)cc1
    ?, -4%, 11%, 10%, -6%, 8%, -1%, -2%
- CC#CCN1c2ccccc2[C@]23C[C@@H](C(=O)OC)N(S(=O)(=O)c4ccc(C(F)(F)F)cc4)C2=NC(C(=O)OC)=C(C(=O)OC)[C@H]13
    2%[13.5 µM], 3%[14.2 µM], -2%[9.22 µM], /, 13%[17.5 µM], 8%[11.4 µM], 12%[17.4 µM], /
- O=C(Cc1ccccc1)Nc1ccccc1N1CCN(c2ccccc2)CC1
    ?, 17%, -30%[inhibitor], -3%, -5%, -29%, 3%, -5%
- Cn1cc(Br)c(C(=O)NC2C3CC4CC(C3)CC2C4)n1 (stereo not given)
    -1%, -5%, -44%[inhibitor], -5%, 4%, -4%, -2%, 6%
- C/C(=C\c1ccco1)CN1CCC(N2CCC(C(=O)N3CCOCC3)CC2)CC1
    -3%, 23%, /, 18%, -1%, 0%, 3%, -1%
- O=C(O)c1cc2c(s1)CCCC2
    19%, 9%, 7%, 7%, -9%, 8%, -3%, -8%
- Cc1cc(=O)n2[nH]c(SCc3ccccc3)nc2n1
    3%, 5%, -13%, 0%, -4%, 3%, -1%, -2%
- COc1cnc(-c2ccccn2)nc1Oc1cccc(Cl)c1
    -5%, 5%, -21%, 2%, -2%, 10%, -15%, -7%

Three entries already listed, ordered by the number in GAA glycogen mod, falling.
molecule,GAA glycogen mod
CCOC(=O)CSc1nc2ccccc2n1CC(=O)NC(C)(C)C,13%
N#Cc1ccc(COC(=O)CSc2nnc(C3CCCCC3)n2N)cc1,10%
COc1cc(C2C(C#N)=C(N)Oc3n[nH]c(C)c32)cc2c1OCO2 (stereo not given),-22%

(next part)
Values run as follows: ALDH1A1 block, GoLoco inh red, SMN2 splice up, GAA glycogen mod, aGal spleen mod, KDM4E inh, aGlu spleen mod, GAA inh
- O=C(CSc1ccsc1[N+](=O)[O-])NC1CCCC1
    ?, 7%, -9%, -9%, 3%, 2%, 5%, -3%
- Cc1ccc(NC(=O)C(C)c2ccc([N+](=O)[O-])cc2)cc1Cl (stereo not given)
    -7%, 6%, -17%, -16%, -11%, -2%, -13%, -11%
- Cc1ccccc1NC(=S)N(CCCN1CCOCC1)Cc1ccccn1
    -2%, -1%, -5%[1.84 µM], 7%, -7%, 3%, -11%, 1%
- Brc1ccc(-c2csc(NNC3=NCCCCC3)n2)cc1
    11µM*, /, /, ?, -14%, 6%, -12%, ?
- COc1ccc(CNS(=O)(=O)c2ccccc2Br)cc1
    /, -3%, /, -2%, 5%&0%, -3%, 4%&-5%, /
- COc1ccc(-c2ccc(-c3cc(=O)oc4c(C(C)C)ccc(C)c34)cc2)cc1
    -1%, -35%[88.7 µM], /, /, 0%[119 µM], /, 6%[119 µM], /
- CCCOc1ccc2c(CC)cc(=O)oc2c1C
    ?, -1%, -16%, 2%, 1%, ?, 1%, 5%
- COc1ccc(S(=O)(=O)NC(C)C(=O)O)cc1 (stereo not given)
    6%, 0%, ?, -2%, 14%, 3%, 6%, -2%
- CC/C(C)=N/NC(=O)c1[nH]c2ccc(C)cc2c1-c1ccccc1
    ?, 0%, -20%, -16%, -7%, -3%, 0%, ?
- COc1cc(C(=O)NCc2nnc(SCC(=O)N3CCc4ccccc43)o2)cc(OC)c1OC
    -5%, 1%, 3%, -1%, 3%, 9%, -1%, 2%
- COC(=O)N/N=C/c1ccc(/C=N/NC(=O)OC)cc1
    1%, -2%, /, -9%, 5%, -9%, -13%, 5%
- O=C(NCCCN=C1NS(=O)(=O)c2ccccc21)c1ccc(S(=O)(=O)N2CCCCC2)cc1
    14µM*, 8%, ?, -7%, 2%, 10%, -3%, -9%
- COc1ccc(-c2nc3oc4cc(OC)ccc4c(=O)c3c(=O)n2Cc2ccco2)cc1
    ?, 12%, -19%, -25%, -5%, ?, -10%, 0%
- O=C(Nc1nc2ccccc2s1)C1CC(=O)N(c2ccc(Cl)cc2)C1 (stereo not given)
    4%, 1%, -16%, -10%, 3%, -6%, 4%, -2%
- CCCc1nnc(NC(=O)c2cccc(OC)c2)s1
    ?, -7%, ?, 6%, -6%, -25%, -1%, ?
- COc1ccc2[nH]cc(CCNc3ccnc(-c4c(C)noc4C)n3)c2c1
    11%, 5%, /, /, -5%, /, 10%, /
- c1ccc2c(c1)CCc1c-2nc2ccccc2c1N1CCOCC1
    10%, -5%, /, -23%, 0%, ?, 0%, -1%
- C=CCn1c(SCC(=O)Nc2c(C)n(C)n(-c3ccccc3)c2=O)nc2sc(C)c(-c3ccccc3)c2c1=O
    -3%, -1%, -22%, 9%, -2%, 13%, -2%, -10%
- COc1cc(C(=O)OCCCN(C)C)cc(OC)c1OC
    /, 15%, /, -3%, 12%, -5%, 7%, 0%[15.4 µM]
- Cc1cc(CN(C)C(=O)c2cc(COc3ccc4ncccc4c3)on2)on1
    -6%, -5%, /, 15%, -3%, -21%, 0%, /
- O=C(CCCc1nc2ccccc2s1)NCc1cccnc1
    5%, 2%, 5%, 8%, -6%, 5%, -2%, 3%
- COC(=O)C1CCN(c2cc(=O)n(-c3ccc(OC)cc3)c(=O)[nH]2)CC1
    -3%, -3%, -3%, 0%, 5%, 19%, 4%, 7%
- COc1ccc(C(=O)OCn2nnc3ccccc3c2=O)cc1OC
    7%, 4%, 9%, -3%, -2%, -3%, -1%, -1%
- O=S(=O)(c1cc(Cl)ccc1Cl)n1cccn1
    5%, 8%, /, 6%, 0%, 3%, 1%, ?
- CCOc1ccc(C2c3c(oc4ccccc4c3=O)C(=O)N2CCCN2CCOCC2)cc1OCC (stereo not given)
    ?, 18%, -12%, 19%, -3%, -23%, 2%, -2%
- CC(=O)Nc1ccc(NC(=O)CCCc2c[nH]c3ccccc23)cc1
    -5%, 17%, -20%, 12%, 1%, -1%, 1%, 7%
- CCOC(=O)N1CCC(NC(=O)c2ccc3c(c2)sc2nc(-c4ccccc4)cn23)CC1
    ?, 5%, -24%, 5%, -1%, ?, -20%, -22%
- O=c1[nH]c2sc3c(c2c2nncn12)CCCC3
    -8%, 3%, -4%, -1%, 11%, ?, 3%, 6%
- CC1CC(C)CN(CCCNC(=O)c2ccc3c(c2)NC(=O)C(N2CCCCC2)S3)C1 (stereo not given)
    -12%, 6%, 0%, 6%, 1%, -8%, -4%, -3%
- COCc1cc(C)nc2sc3c(=O)oc(C)nc3c12
    -10%, 6%, -8%, -4%, ?, ?, -7%, -2%
- COC(=O)CN(Cc1ccco1)S(=O)(=O)c1ccccc1
    ?, 11%, 3%, -9%, 5%, -5%, -1%, -7%
- NC1=NS(=O)(=O)NC1c1cccc(F)c1 (stereo not given)
    3%, 2%, -4%, 3%, -1%, 3%, 3%, -25%
- CN(c1ccc(C(=O)NCCC2=CCCCC2)cc1)S(C)(=O)=O
    -6%, 15%, 11µM*, 1%, -3%, 5%, -8%, -5%
- Cc1cc(=O)n2nc(N3CCCC(C(=O)NCc4ccco4)C3)sc2n1 (stereo not given)
    -4%, 7%, 29%, 4%, -6%, -2%, 2%, -5%
- Nc1nc2n(n1)C(c1ccccc1Cl)CC(c1ccc(F)cc1)N2 (stereo not given)
    6%, 3%, -15%, 8%, 3%, -19%, 3%, 1%[15.4 µM]
- O=C(NCc1ccc2c(c1)OCO2)c1nn2cccnc2c1Cl
    -4%, 14%, -1%, 3%, 3%, 0%, 4%, 0%
- COc1ccc(/C=N/OCC(=O)N2CC3(C)CC2CC(C)(C)C3)cc1 (stereo not given)
    -4%, -4%, -14%, -1%, 6%, 11%, -1%, 8%
- O=S(=O)(c1cccc(-c2nn3c(-c4ccncc4)nnc3s2)c1)N1CCOCC1
    4%, 11%, 19%, 3%, 0%, 4%, 5%, 6%
- CCOC(=O)c1ccc(NS(=O)(=O)c2ccc(SC)cc2)cc1
    ?, -5%, -34%[inhibitor], -10%, 2%, 2%, -2%, -2%
- COc1ccc(-c2ccc(-c3nnn(CC(C)=O)n3)cc2)cc1
    13%, 6%, ?, 3%, -2%, -15%, -7%, 0%
- COc1ccc(NC2c3ccccc3C(=O)N2c2cccnc2)cc1Cl (stereo not given)
    -17%, 3%, 1%, -4%, 2%, 13%, 1%, 3%
- Cc1ccc(NC(=O)CN2CCC(C(N)=O)CC2)cc1[N+](=O)[O-]
    11%, 10%, 8%, -8%, -8%, -2%, 0%, -4%
- CC(=O)Nc1ccc(S(=O)(=O)NCC2CCC(C(=O)NCCC3=CCCCC3)CC2)cc1 (stereo not given)
    -1%, -11%, 1%, -5%, -1%, 9%, 4%, 1%
- COc1cccc(-n2c(C)nnc2SCC#N)c1
    6%, 3%, -14%, -1%, 3%, 2%, 2%, ?
- CCCc1cc(C(=O)Cc2ccc(F)cc2)c(O)cc1O
    -1%, 8%, -4%, -3%, 2%, -19%, -5%, -2%
- COc1ccccc1N1CCN(CCN(C(=O)c2ccc(F)cc2)c2ccccn2)CC1
    ?, 3%, -25%, /, 3%, 3%, -2%, /
- CS(=O)(=O)N(Cc1ccccc1)c1ccc(C(=O)Nc2ccc3c(c2)OCO3)cc1
    10%, 24%, -1%, 4%, 10%, -3%, 0%, -7%

Assay outcomes from PubChem.

An excerpt, so the mix of outcomes need not match the whole.
